PglD DTNB = blocks C. jejuni PglD acetyltransferase activity; purified PglD enzyme, DTNB colorimetric CoA detection; inhibition, % at 12.5 µM; actives 0.098% (n = 360,000); in the data active means inhibition above about 16%, passing the limit was not always enough; further: strong numbers were not always called active
Cneo AK release = causes C. neoformans cell lysis. actives 0.2% (n = 360,000). adenylate kinase release luminescence, 4 h; normalised: neutral wells 0, clomiphene wells 100. AID 651654. lysis activity, % at 15 µM;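 active means mean lysis activity across replicates of at least 80%, whatever share of replicates individually reach that level; inactive means mean lysis activity below 80%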
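Test system: log-phase Cryptococcus neoformans yeast cells; Quantity: yeast cell density of 5 × 10^6 cells/mL; Buffer or medium: YPD; Doses: single compound concentration per well; Timing: 4 h at 37 °C static, read 1 h later; Measured by: AK luminescence; Read-out basis: lysis from increased AK signal; Control set: Clomiphene as positive control.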
LGR2 antag = Drosophila LGR2 receptor signaling inhibition; inhibition, % at 9.99 µM; HEK293 LGR2, CRE-luciferase, bursicon-stimulated, 4 h; actives 0.35% (n = 380,000); AID 720647;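 active means drop in luminescence signal, shown as inhibition above about 50% in the replicate tests, limit read from the data, passing the limit was not always enough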;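 further: agonist challenge used bursicon conditioned medium at about half maximal strength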
GSIS activator = GLuc luminescence reporter in INS-1E cells, primary screen for activators of glucose-dependent secretion of insulin | INS-1E GLuc reporter insulin secretion, 2-3 h | AID 743287 | actives 0.61% (n = 370,000) | activation, % at 16.6 µM;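 active means lowest replicate activation of at least 40%, so every replicate reaches that level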;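 further: 0% = median of neutral control wells and 100% = median of IBMX positive control wells; some compounds called inactive have numbers as strong as hits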
Statin myotox sup = suppressors of simvastatin-induced myotoxicity in C2C12 myotubes; actives 0.78% (n = 330,000); ATP luminescence, 48 h; scaled: DMSO 0, geranylgeraniol control 100; rescue of ATP level, % at 7.49 µM; AID 602340;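 active means mean ATP rescue above about 67%, or every replicate alone reaching that limit, limit read from the data, passing the limit was not always enough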;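 further: myotubes were challenged with 10 µM simvastatin during compound exposure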
PGC1a acetyl inh = lowers PGC1a acetylation signal in U2OS cells. AlphaScreen anti-acetyl-lysine; with virally co-expressed GCN5 acetyltransferase. inhibition, % at 15.6 µM. actives 0.17% (n = 350,000). AID 651687;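 active means every replicate shows inhibition of at least 40%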;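 further: 0% = neutral control wells and 100% = positive control wells; some results beyond the cut were filed as inactive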
ARNT TACC3 PPI = disruptors of human ARNT/TACC3 interaction | inhibition, % at 9.99 µM | AlphaScreen His-ARNT PAS-B/GST-TACC3 binding, luminescence; TACC3 fragment carries E629A point mutation | actives 0.66% (n = 390,000);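 active means mean inhibition of replicates at least 50% and at least half of replicates each reaching 50%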;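 further: 0% = complete ARNT plus TACC3 wells and 100% = ARNT alone without TACC3; many hits fall short of the cut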
PAX8 inh HTS = lowers PAX8-driven luciferase in RMG-I cells. actives 1.2% (n = 360,000). inhibition, % at 12.6 µM. AID 652154. RMG-I TPO-luciferase reporter, SteadyGlo, 24 h;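 active means mean replicate inhibition at least 60% with every replicate also reaching 60%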;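 further: luciferase light reporting Pax8 driven TPO promoter activity; plate controls were median of neutral control wells for no effect and mitoxantrone controls for full effect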
An asterisk follows results filed as active; · = not tested or not shown; & = joins results of further samples; ! = not active in a repeat.

SMILES	PglD DTNB	Cneo AK release	LGR2 antag	GSIS activator	Statin myotox sup	PGC1a acetyl inh	ARNT TACC3 PPI	PAX8 inh HTS
CC(=O)c1cc(F)c(N2CCN(C(=O)COc3ccccc3F)CC2)cc1C	-7	1	·	·	13	36	·	18
CCN(CC)C(=O)CSc1nc(C)cc(-c2cccs2)c1C#N	-2	9	·	·	14	-11	-2	·
Cc1ccc(-n2nc3c(c2NC(=O)c2ccc4c(c2)OCO4)CS(=O)(=O)C3)c(C)c1	-2	1	10	-11	4	0	8	-8
CCCCc1cc(=O)oc2cc(C)c(CN3CCCC3)c(O)c12	-4	2	·	·	1	16	5	-4
Cc1ccc(OCC(=O)Nc2ccc(N3CCN(S(C)(=O)=O)CC3)cc2)cc1C	·	·	18	-7	·	·	8	0
Cc1ccc2c(c1C)NC(=O)CC(c1ccccc1O)=N2	·	·	-26	11	·	·	22	-44
CC1(C)O[C@@H]2C[C@H]3[C@@H]4CCC5=CC(=O)C=C[C@]5(C)[C@@]4(F)[C@@H](O)C[C@]3(C)[C@]2(C(=O)CO)O1	-2	0	-36	·	13	-7	-4	2
CCNc1nc(-c2cc3ccccc3o2)cs1	·	·	-53	2	·	6	0	-159
CCOC(=O)C(O)(CC(=O)c1ccc(OC)cc1)C(F)(F)F (stereo not given)	1	-3	·	·	·	·	-1	16
Cc1ccc(C)c(NC(=O)CCN2CCCCC2)c1	-1	-2	9	1	10	31	-11	14
Cc1ccc(NC(=O)CSc2nnc(-c3ccoc3C)n2CCCN(C)C)cc1Cl	0	27	10	7	-3	·	·	0
Clc1cc2nc(-c3cccnc3Cl)[nH]c2cc1Cl	0	-5	-101	-15	-15	·	-6	-186
Clc1cccc(Cl)c1CSc1nnc2ccccn12	4	0	-39	·	·	1	-6	50
COC(=O)c1cn(NC(=O)c2ccncc2)c(=O)c2ccccc12	-5	3	·	2	·	-10	1	3
CO[C@H]1CN(C)C(=O)c2cc(NC(=O)C3CCCC3)ccc2OC[C@H](C)NC[C@H]1C	-3	-1	-8	5	-7	·	-2	-3
COc1ccc(OC)c(C2SCCN2S(=O)(=O)c2cccc(C(F)(F)F)c2)c1 (stereo not given)	5	-1	16	-19	-5	-28	3	·
CC(C)NC(=O)N(C)C[C@@H]1Oc2ccc(NC(=O)c3ccncc3)cc2C(=O)N([C@H](C)CO)C[C@@H]1C	-1	2	-10	25	-24	11	-14	-5
Cc1nnc(NC(=O)CSc2nnc(CC(=O)Nc3ccccc3F)n2C)s1	-4	4	0	18	-14	3	-3	16
CCCNC(=O)Nc1ccc2c(c1)C(=O)N(C)C[C@@H](OC)[C@@H](C)CN(C(=O)CC)[C@@H](C)CO2	0	-1	3	1	2	-14	-1	6
CCC(=O)NC(=S)Nc1ccc(NC(=O)c2ccc([N+](=O)[O-])cc2)cc1	·	·	-2	-2	·	·	-4	3
O=C(Nc1cccnc1Cl)c1cc2c(s1)-c1ccccc1OC2	-4	0	-25	20	-8	8	0	-63
O=C(COC(=O)Cc1ccc(Cl)cc1)NCc1ccco1	·	·	2	16	·	·	0	0
Cc1nc(NC(=O)CCc2ccccc2)sc1C	-141	3	0	-6	2	-5	-10	-94
N#C[C@H]1N[C@H](CO)[C@H]1c1ccc(C2=CCCC2)cc1	-1	-1	-9	10	-10	2	13	6
COc1cccc(NC(=O)C[C@@H]2CC[C@H]3[C@H](COc4ccc(NC(=O)C5CC5)cc4C(=O)N3C)O2)c1	3	-3	-11	-14	1	5	1	14
N#CCC(=O)N/N=C/c1cc(Br)ccc1OCc1cccc2ccccc12	1	5	10	-11	-11	1	14	18
C[C@H](CO)N1C[C@H](C)[C@@H](CN(C)C(=O)CN(C)C)Oc2ncc(C#C[C@@H](C)O)cc2C1=O	0	-7	4	-1	·	3	-8	·
Cc1noc(C)c1S(=O)(=O)N(C)C[C@@H]1OCCCC[C@H](C)Oc2ccc(NC(=O)NC(C)C)cc2C(=O)N([C@@H](C)CO)C[C@H]1C	-1	-6	-1	12	·	-3	8	-7
CN(C)CC(=O)N1CCCCN2[C@H](C1)[C@H](c1ccc(/C=C/c3ccccc3)cc1)[C@@H]2CO	2	5	-19	-17	-20	-35	13	60
COc1c2c(nc3ccccc13)OC(C(C)(O)CO)C2 (stereo not given)	-2	0	-2	-2	2	-5	-13	·
O=C(C1CCOCC1)N1CC(=O)N2[C@@H](CO)[C@H](c3ccc(Br)cc3)[C@@H]2C1	·	·	4	-1	·	2	·	-13
O=c1oc2ccccc2c(Nc2ccc(F)cc2)c1[N+](=O)[O-]	·	·	36	-20	·	·	-8	-4
C[C@@H]1CN([C@@H](C)CO)C(=O)c2cc(C#Cc3ccccn3)cnc2O[C@H]1CN(C)C(=O)c1cnccn1	-11	-3	-11	2	20	9	0	-1
COc1ccc(OC)c(S(=O)(=O)N2CCCC(C(=O)N3CCOCC3)C2)c1 (stereo not given)	0	1	-1	-2	8	-2	·	-9
O=C(Oc1cccc2ccccc12)c1ccco1	0	0	·	·	11	-12	0	1
Clc1cccc2c1Sc1ccccc1CC2N1CCNCC1 (stereo not given)	·	·	2	-26	·	·	11	30
CC(C)OP(C)(=O)CN1CCN(CP(C)(=O)OC(C)C)CC1 (stereo not given)	-6	2	5	-9	6	·	-2	·
COc1ccc(OC)c(/C=N/N2CCN(c3ccc(Cl)cc3)CC2)c1	-5	-1	-5	5	-1	8	-14	4
CN(CCO)c1ccc(C=NNc2ccc([N+](=O)[O-])cc2S(=O)(=O)Nc2ccccc2C(=O)O)cc1	-3	-4	25	-14	1	7	·	21
N=c1ccccn1CC(O)COc1ccccc1 (stereo not given)	-2	-5	·	·	·	-6	-1	·
CC1CCN(Cc2nc(-c3ccc(Cl)cc3)no2)CC1	·	·	-67	-5	1	3	-9	-11
CCOC(=O)c1ccc(NC(=O)C2CCN(S(=O)(=O)c3c(C)nn(C)c3C)CC2)cc1	0	0	1	-7	-2	-6	-2	-10
C[C@H](CO)N1C[C@H](C)[C@H](CN(C)S(=O)(=O)c2ccc(Cl)cc2)Oc2ccc(NC(=O)Cc3ccccc3)cc2C1=O	-2	4	6	-2	-25	5	0	6
CN1CCN(C(=O)c2cnn(-c3ccccc3)c2NC(=O)c2ccc(Br)cc2)CC1	-3	-2	-31	·	-1	·	-6	·
COc1ccc(C(=O)NCCS(=O)(=O)N2CCN(C(=O)c3ccco3)CC2)cc1	4	2	6	0	·	·	-4	-27
COc1ccccc1CNC(=O)C[C@H]1C[C@@H]2c3cc(NC(=O)CN(C)C)ccc3O[C@@H]2[C@@H](CO)O1	1	-3	-6	-8	-1	9	1	18
OC(COC(c1ccc(Cl)cc1)c1ccc(Cl)cc1)CN1CCCC1 (stereo not given)	4	-5	·	·	11	-12	·	·
COc1cccc(-c2nnc(SCN3C(=O)c4ccccc4C3=O)n2C)c1	1	1	12	0	·	12	23	·

Three structures from above, sorted by length of the SMILES, descending.
SMILES	PglD DTNB	Cneo AK release	LGR2 antag	GSIS activator	Statin myotox sup	PGC1a acetyl inh	ARNT TACC3 PPI	PAX8 inh HTS
CN(CCO)c1ccc(C=NNc2ccc([N+](=O)[O-])cc2S(=O)(=O)Nc2ccccc2C(=O)O)cc1	-3	-4	25	-14	1	7	·	21
COc1ccc(C(=O)NCCS(=O)(=O)N2CCN(C(=O)c3ccco3)CC2)cc1	4	2	6	0	·	·	-4	-27
COc1cccc(-c2nnc(SCN3C(=O)c4ccccc4C3=O)n2C)c1	1	1	12	0	·	12	23	·

(further entries)
SMILES	PglD DTNB	Cneo AK release	LGR2 antag	GSIS activator	Statin myotox sup	PGC1a acetyl inh	ARNT TACC3 PPI	PAX8 inh HTS
CO[C@@H]1CN(C)C(=O)c2ccc(NC(=O)c3ccccc3)cc2OC[C@H](C)N(CC2CC2)C[C@@H]1C	2	-3	4	22	-10	-5	15	·
Cc1cc(NC(=O)COC(=O)C2CCN(S(=O)(=O)c3c(Cl)cccc3Cl)CC2)no1	1	1	·	·	109*	-4	-1	·
O=C(COC(=O)c1ccc2c(c1)C(=O)N(Cc1ccncc1)C2=O)Nc1ccccc1[N+](=O)[O-]	-8	-3	-17	8	·	·	·	·
O=C(Cn1cc(C(F)(F)F)ccc1=O)N/N=C/c1ccc(F)cc1	·	·	-9	11	·	1	-1	-17
O=[N+]([O-])c1cc(S(=O)(=O)N2CCCCC2)ccc1NCc1cccc(Cl)c1	3	0	10	-15	·	-4	-11	27
CCN(C[C@H]1N[C@@](CC)(C(=O)OC)[C@H]2C(=O)N(C)C(=O)[C@@H]12)C(=O)Nc1ccc(Cl)cc1	0	4	-35	-11	-9	·	-6	-48
Cc1c(-n2c(-c3ccccc3)nc3ccccc3c2=O)c(=O)n(-c2ccccc2)n1C	·	·	0	-4	·	·	-17	-1
N=c1c2c(n(Cc3ccc(Cl)cc3)c3c1CCC3)CCC2	6	1	5	-17	-232	-19	-5	·
COC(=O)c1cn(NC(=O)C2COc3ccccc3O2)c(=O)c2ccccc12 (stereo not given)	1	-1	·	·	60	-4	20	8
CC(C)Cc1nc(Nc2ccccc2C#N)c2nnn(Cc3ccccc3)c2n1	0	1	8	-7	11	-12	-16	-4
C[C@H](CO)N1C[C@H](C)[C@H](CN(C)Cc2ccccc2)Oc2c(NS(C)(=O)=O)cccc2C1=O	3	-4	7	11	36	-6	0	-3
CCOc1ccc(OCCC(=O)NNC(=O)c2ccccc2Cl)cc1	3	1	-18	-12	-15	-5	-5	4
Cc1ccc(-c2cn(-c3ccccc3)c(=S)[nH]2)cc1C	7	-17	-25	-7	9	·	-1	-168
CNC(=O)C[C@@H]1CC[C@@H]2[C@H](COc3ccc(NC(=O)Nc4ccc(C)cc4)cc3C(=O)N2C)O1	-1	11	-10	0	15	10	9	4
N#Cc1cccc(-c2ccc(C3[C@H]4CNC[C@@H]3N4Cc3cc(-c4ccccc4)on3)cc2)c1 (stereo not given in full)	·	·	-32&-23	72*!	·	1&-6	·	-1&16
CCc1ccccc1N=C1S/C(=C/c2ccccc2OCC(=O)N2CCOCC2)C(=O)N1C	-8	12	17	5	·	16	5	29
CN1C(=O)/C(=C2\SC(=S)N(C(CCC(=O)O)C(=O)O)C2=O)c2ccccc21 (stereo not given)	7	0	·	·	·	-4	-27	8
O=C(O)C(C(O)c1ccc([N+](=O)[O-])cc1)[n+]1ccccc1 (stereo not given)	-4	0	10	-1	-15	8	-4	-26
CC1(c2nnc(-c3ccccc3)o2)CC(c2ccc(Cl)cc2)=NO1 (stereo not given)	4	0	-7	·	-3	3	-8	10
c1ccc(-c2nnc(CN3CCCc4ccccc43)o2)cc1	-3	-1	·	·	33	3	19	·
O=C1CN2NC(=S)N(c3ccc(Cl)cc3)C2=CN1c1ccc(Cl)cc1	·	·	-18	-10	·	·	1	4
CCCNC(=O)C[C@H]1CC[C@@H]2[C@H](COc3ccc(NC(=O)c4cscn4)cc3C(=O)N2C)O1	2	-3	-1	5	-3	4	2	-6
C[C@@H]1CN([C@H](C)CO)C(=O)c2cc(NC(=O)C3CCCCC3)ccc2O[C@@H](C)CCCCO[C@H]1CN(C)C(=O)Nc1cccc2ccccc12	1	51	-1	-8	·	7	0	40
Cc1cc(C(=O)CCl)c(C)n1-c1c(C)n(C)n(-c2ccccc2)c1=O	·	·	10	-3	-11	-4	-8	8
COc1ccccc1Nc1nc(-c2ccccc2O)nc2ccccc12	·	·	13	3	·	-1	0	-7
COc1ccccc1-c1ccc2n(c1=O)C[C@H]1[C@H](CO)[C@@H](C(=O)N3CCN(C)CC3)[C@@H]2N1CC1CC1	2	-1	7	3	6	·	-3	2
O=C(Nc1ccc(F)cc1)Oc1ccccc1N1CCOCC1	·	·	6	-4	·	1	-7	-7

High-throughput results as filed in PubChem BioAssay.
